PME-1 inh – PME-1 inhibitors via competitive probe labeling, primary screen, biochemical, fluorescence polarization, FP-Rh probe, HTS. Protein phosphatase methylesterase 1 (Homo sapiens), Q9Y570. recombinant PME-1. inhibition, % at 5.9 µM. 320,000 tested, 0.53% active;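 active = inhibition above the campaign mean of all compounds plus 3 SD, cut at about 26% in these data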;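 also: competitive labeling of PME-1 active site by serine hydrolase directed probe; 0% = PME-1 with DMSO and 100% = wells lacking PME-1 enzyme; inhibitors block probe labeling so polarization falls and inhibition rises; many of its hits are not listed in these tables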
PREPL inhibitor – PREPL enzyme inhibitors, primary screen, biochemical, fluorescence polarization. Prolyl endopeptidase-like (Homo sapiens), Q4J6C6. recombinant PREPL, fluorescence polarization activity-based probe. 320,000 tested, 0.68% active. inhibition, % at 5.96 µM. AID 2751, 2010; in the data active = inhibition above about 43%;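 also: 0% = enzyme with DMSO and 100% = wells lacking enzyme; many of its hits are not listed in these tables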
Target sequence (Q4J6C6 whole entry, looked up): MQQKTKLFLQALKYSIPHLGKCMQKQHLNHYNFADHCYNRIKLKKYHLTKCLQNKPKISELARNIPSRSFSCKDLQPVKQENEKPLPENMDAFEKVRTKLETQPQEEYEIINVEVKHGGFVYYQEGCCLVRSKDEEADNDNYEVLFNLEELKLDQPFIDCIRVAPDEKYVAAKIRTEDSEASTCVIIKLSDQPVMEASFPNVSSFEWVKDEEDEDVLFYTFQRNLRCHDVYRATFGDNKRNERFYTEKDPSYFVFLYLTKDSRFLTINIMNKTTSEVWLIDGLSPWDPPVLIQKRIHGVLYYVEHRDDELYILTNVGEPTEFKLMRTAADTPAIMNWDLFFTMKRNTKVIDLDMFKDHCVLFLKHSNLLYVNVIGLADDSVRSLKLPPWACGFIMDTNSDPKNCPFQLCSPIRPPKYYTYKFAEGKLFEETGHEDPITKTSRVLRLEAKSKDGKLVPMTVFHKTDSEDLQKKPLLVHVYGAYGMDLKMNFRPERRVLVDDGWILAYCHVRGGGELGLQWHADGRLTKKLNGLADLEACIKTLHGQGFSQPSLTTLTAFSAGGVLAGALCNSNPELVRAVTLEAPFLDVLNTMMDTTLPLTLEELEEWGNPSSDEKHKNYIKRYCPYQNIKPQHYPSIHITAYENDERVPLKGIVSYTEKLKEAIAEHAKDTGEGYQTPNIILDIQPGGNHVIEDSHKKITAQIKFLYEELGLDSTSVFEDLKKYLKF
PAFAH1B3 inh – PAFAH1B3 enzyme inhibitors, primary screen, biochemical, fluorescence polarization, human; AID 492972, 2010; 340,000 tested, 0.28% active; recombinant PAFAH1B3, FP-rhodamine probe; Platelet-activating factor acetylhydrolase IB subunit alpha1 (Homo sapiens), Q15102; inhibition, % at 3.39 µM;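 active = inhibition above the screen-wide average of all tested compounds plus 3 SD, cut at about 25% in these data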;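 also: 0% = enzyme with DMSO only and 100% = wells lacking PAFAH1B3 protein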
Target sequence (Q15102 whole entry, looked up): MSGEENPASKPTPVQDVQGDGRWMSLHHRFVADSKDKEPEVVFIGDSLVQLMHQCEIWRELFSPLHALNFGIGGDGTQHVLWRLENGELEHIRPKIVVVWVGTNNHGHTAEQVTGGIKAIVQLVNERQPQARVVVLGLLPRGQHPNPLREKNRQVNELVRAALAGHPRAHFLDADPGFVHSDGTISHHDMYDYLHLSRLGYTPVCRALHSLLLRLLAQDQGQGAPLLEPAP
PAD4 inh – human PAD4 inhibitors, primary screen, biochemical, fluorescence polarization, 1536-well format; Protein-arginine deiminase type-4 (Homo sapiens), Q9UM07; recombinant PAD4, RCA probe fluorescence polarization; inhibition, % at 6.36 µM; 330,000 tested, 0.41% active;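 active = percent inhibition above a cutoff equal to the mean of all tested compounds plus 3 SD, cut at about 15% in these data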;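 also: 0% = PAD4 with RCA probe and DMSO and 100% = probe without PAD4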
LYPLA2 counter – LYPLA2 inhibitors, primary screen, counter-screen for PME1 inhibitor project, biochemical, fluorescence polarization, FP-Rh probe ABPP | recombinant LYPLA2 | inhibition, % at 5.9 µM | 320,000 tested, 0.38% active;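 active = inhibition above the screen-wide mean plus 3 SD, limit set per campaign, cut at about 26% in these data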;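 also: 0% = LYPLA2 with DMSO and 100% = wells lacking LYPLA2 enzyme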
PAFAH1B2 inh – PAFAH1B2 enzyme inhibitors, primary screen, biochemical, fluorescence polarization, human; Platelet-activating factor acetylhydrolase IB subunit alpha2 (Homo sapiens), P68402; recombinant PAFAH1B2, FP-rhodamine activity probe; inhibition, % at 3.39 µM; 340,000 tested, 1.2% active; AID 492953, 2010;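 active = inhibition above the mean of all tested compounds plus 3 SD, cut at about 24% in these data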;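 also: 0% = enzyme with DMSO and 100% = wells lacking PAFAH1B2; many of its hits are not listed in these tables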
GSTO1 counter – inhibitors of recombinant GSTO1, primary screen, counter-screen for RBBP9 inhibitor project, biochemical, fluorescence polarization | 300,000 tested, 1.1% active | inhibition, % at 5.96 µM | Glutathione S-transferase omega-1 (Homo sapiens), P78417 | activity-based probe fluorescence polarization;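 active = inhibition above the campaign mean inhibition plus 3 SD, cut at about 35% in these data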;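 also: 0% = GSTO1-1 with DMSO and 100% = wells lacking GSTO1-1 enzyme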
pPAFAH inh – pPAFAH enzyme inhibitors, primary screen, biochemical, fluorescence polarization, human; recombinant pPAFAH, FP-rhodamine probe fluorescence polarization; inhibition, % at 3.39 µM; 330,000 tested, 1.5% active; Platelet-activating factor acetylhydrolase (Homo sapiens), Q13093; AID 463082, 2010;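 active = inhibition above the mean inhibition across the screen plus 3 SD, cut at about 25% in these data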;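 also: inhibitors block binding of the rhodamine activity-based probe so polarization drops; 0% = enzyme with DMSO and 100% = wells lacking pPAFAH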
LYPLA1 counter – LYPLA1 inhibitors, primary screen, counter-screen for PME1 inhibitor project, biochemical, fluorescence polarization, FP-Rh probe ABPP | 320,000 tested, 0.16% active | inhibition, % at 5.9 µM | recombinant LYPLA1 | Acyl-protein thioesterase 1 (Homo sapiens), O75608 | AID 2174, 2009;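 active = inhibition above the mean of all tested compounds plus 3 SD, set per campaign, cut at about 14% in these data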;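 also: inhibitors block serine hydrolase probe labeling of LYPLA1 so polarization falls; 0% = enzyme with DMSO and 100% = wells lacking LYPLA1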
Active calls of the source: *; / = no result given.

The line under a structure holds: PME-1 inh	PREPL inhibitor	PAFAH1B3 inh	PAD4 inh	LYPLA2 counter	PAFAH1B2 inh	GSTO1 counter	pPAFAH inh	LYPLA1 counter
> COc1ccccc1NC(=S)NC(NC(=O)C(C)C)C(Cl)(Cl)Cl (configuration not stated)
  -6	2	0	-3	-3	2	0	2	-4
> O=C(NCCC1=CCCCC1)C1CCN(S(=O)(=O)c2cccc3nsnc23)CC1
  11	9	9	2	-3	0	-16	6	0
> CCOc1cc(N2CCOCC2)c(OCC)cc1NC(=O)COC(=O)CCc1c[nH]c2ccccc12
  4	76*	-1	1	0	8	-10	10	-6
> Cc1cc(=O)n2[nH]c(NCc3c(F)cccc3Cl)nc2n1
  1	-4	10	-3	-3	-1	-3	4	0
> O=C(c1ccco1)N1CCN(c2ncnc3c(-c4ccc(Cl)cc4)nsc23)CC1
  3	-4	5	-5	0	2	3	5	-1
> C=CCn1c2ccccc2c2nnc(SCCN3CCCCC3)nc21
  2	17	7	8	-7	2	-2	4	-3
> Cc1nnc(SCC(=O)Nc2ncc(Cl)cc2Cl)n1Cc1ccccc1
  9	-2	2	-2	-4	2	0	0	-1
> Cc1ccccc1NC(=O)CN1C(=O)N/C(=C\c2cccn2-c2cccc(C(=O)O)c2)C1=O
  -5	2	14	1	-2	5	7	19	0
> COc1ccccc1N1CCN(C(=O)c2cc(-c3ccc(Cl)cc3)on2)CC1
  -4	6	0	1	-2	3	-5	5	-4
> O=c1cc(O)n(-c2ccccc2F)c(=S)[nH]1
  -6	-3	-9	0	-13	8	-13	4	-5
> Cc1cc(CNC(=O)CC2C(=O)NCCN2CC(c2ccccc2)c2ccccc2)on1 (configuration not stated)
  -3	-2	4	-9	-6	6	-2	-7	0
> Cc1cc(NC(=O)COC(=O)Cn2[nH]c(=O)c3ccccc3c2=O)c([N+](=O)[O-])cc1C
  /	15	-1	-1	/	-2	/	2	/
> CCOc1ccc2nc(SCC(=O)Nc3ccc4c(c3)OCO4)sc2c1
  5	-24	0	-3	5	0	-1	5	-5
> O=C(OC(C(=O)Nc1ccc(Cl)c(C(F)(F)F)c1)c1ccccc1)C1=COCCO1 (configuration not stated)
  -48	-2	-18	0	-47	-4	-4	-14	-35
> O=C(CSc1nnc2ccccn12)NC(=O)c1cccc([N+](=O)[O-])c1
  /	5	10	-3	/	4	/	-2	/
> Cc1ccc(NCc2ccc(O)c3ncccc23)cc1
  2	2	-2	-8	4	4	8	2	-1
> O=S(=O)(c1ccc2oc(=S)[nH]c2c1)N1CCOCC1
  1	2	4	-4	3	-2	/	0	0
> O=C(NN/C(=N/S(=O)(=O)c1ccc(Cl)cc1)c1ccccc1)c1cccc(Cl)c1
  1	-15	5	3	1	9	-2	6	-1
> Cc1ccc(S(=O)(=O)N2CCN(C(=O)CCC(=O)N3CCc4ccccc43)CC2)cc1
  3	-1	8	3	-1	9	2	-1	-2
> Cc1cc(C)nc(NS(=O)(=O)c2ccc(NC(=O)c3cccs3)cc2)n1
  -5	1	2	2	-4	-1	-6	1	-1
> CC(=O)C1=C(O)C(=O)N(CC(=O)O)C1c1ccccc1Cl (configuration not stated)
  0	-2	2	20*	-3	4	1	4	1
> C=CCC[C@@H](Cc1ccc(F)cc1)C(=O)OC[C@@H]1CCCN1C(=O)[C@@H](CC=C)CC(=O)N[C@@H](CO)Cc1ccccc1
  /	31	4	2	/	5	/	6	/
> Oc1ccccc1-c1nc2cnccn2c1Nc1ccc2c(c1)OCCO2
  3	43	13	0	-3	0	5	8	-4
> CCN(CC)C(=O)[C@H]1C[C@H](CC(=O)NCc2cccc(C(F)(F)F)c2)C(=O)N2CCc3c([nH]c4cc(-c5ccco5)ccc34)[C@]12C
  /	/	2	-1	/	3	/	9	/
> Cc1ccccc1-n1nnnc1-c1ccccc1
  4	-7	1	2	11	4	-2	4	1
> Cc1ccc(OCCn2c(=O)sc3ccccc32)cc1
  -1	-29	2	-3	2	3	3	8	-4
> Nc1nc(N)c2nc(-c3ccccc3)c(N)nc2n1
  2	-5	5	-4	0	-4	3	-1	0
> O=C(c1cccc(COc2ccc(Cl)cc2Cl)c1)N1CCN(c2ccccn2)CC1
  2	-42	8	-2	-3	-2	0	2	-4
> CC1CCC(NC(=O)CSc2nncn2C)CC1 (configuration not stated)
  /	14	3	-1	/	1	/	3	/
> Nc1cc(S(=O)(=O)N2CCOCC2)ccc1N1CCOCC1
  /	12	0	1	/	0	/	-2	/
> CN(c1ncc(C(F)(F)F)cc1Cl)N1C(=O)c2cccc([N+](=O)[O-])c2C1=O
  -6	8	1	-2	-2	8	2	-3	3
> COc1ccc(Cl)cc1N1CCN(CCNC(=O)Nc2ccccc2C)CC1
  -1	-10	-3	-3	6	-3	-1	3	-2
> CCOC(=O)Cn1c(-c2nonc2NC(=O)c2ccccc2F)nc2ccccc21
  0	6	-11	-7	-11	4	-4	-4	-5
> O=C(NCc1ccccc1)C(c1ccc(F)cc1)N(C(=O)c1csnn1)C1CC1 (configuration not stated)
  -1	0	2	-2	7	0	7	1	3
> O=C1COc2ccc(C(=O)COc3ccc([N+](=O)[O-])cc3)cc2N1
  4	1	4	1	9	-1	-2	3	-3
> N#Cc1c(N)n[nH]c1Cc1cccc2ccccc12
  1	14	5	-3	-5	1	-1	0	0
> COCCCNCCCCOc1c(Cl)cc(C)cc1Br
  -7	-25	3	-2	5	9	-11	1	3
> Cc1ccccc1OCCn1c(=S)[nH]c2ccccc21
  -2	9	4	4	0	2	5	4	0
> CCc1cc(C(=O)Nc2cc(Cl)ccc2N2CCN(C)CC2)sc1C
  6	-1	11	1	0	-8	5	2	1
> COc1ccc(/C=C2\SC(N)=NC2=O)cc1Br
  -1	5	10	-2	-6	0	-1	0	-3
> O=C(Nc1ccc(N2CCCC2)cc1)c1cc(Cl)ccc1Cl
  -3	11	4	-3	1	3	-6	5	1
> COc1ccc(C2(c3ccc(OC)cc3)NC(=O)N(CC(=O)Nc3ccc(OC(F)F)cc3)C2=O)cc1
  -62	-6	-23	1	-64	-16	-20	-5	-37
> COc1ccc(C(C)=O)cc1CN1C(=O)NC2(CCCCCCC2)C1=O
  5	-7	0	-1	-3	13	-4	0	0
> O=C(O)c1ccccc1C(=O)OCCc1cc2ccccc2c(=O)o1
  2	3	21	1	-3	1	/	-2	-2
> CCCCN(C)Cc1c(C(=O)N2CCc3ccccc3C2)nc2ccc(Cl)cn12
  1	18	0	3	1	6	2	2	1
> COC(=O)c1ccc(NC(=O)c2ccc3c(c2)C(=O)N(Cc2cccnc2)C3=O)cc1
  -3	7	6	-3	50*	-2	-7	-3	5
> O=C(NCC1COc2ccccc2O1)c1cccs1 (configuration not stated)
  5	4	5	-3	-3	5	-2	-4	0
> O=C(O)c1ccc(/C=C2\SC(=S)N(NC(=O)c3ccccc3)C2=O)cc1
  -2	4	-1	-5	-4	-5	-2	5	2
> CCc1noc(C)c1C(=O)Nc1ccccc1N1CCOCC1
  3	13	-7	-1	5	-4	3	-1	1
> COc1ccc(-c2cc(C#N)nc(NN)n2)cc1
  -9	-27	-4	-2	-13	-1	-2	-6	-9
> CC(C)(C)C(=O)CC1(O)C(=O)N(Cc2ccc(Cl)cc2)c2ccccc21 (configuration not stated)
  13	18	9	-5	2	2	2	2	2
> Cc1n[nH]c(=O)n1-c1ccc(C(C)C)cc1
  -2	6	10	-9	-6	5	4	2	3
> O=c1c2ccccc2nc(-c2ccccc2)n1O
  -6	2	15	-1	-3	6	-4	2	1
> Nc1cccc(-n2cccc2)c1
  0	5	-3	-2	-5	2	0	7	0
> Cc1nn(CC(=O)O)c(C)c1Cl
  3	7	2	-6	-1	11	0	2	2
> O=C(CN1CCN(c2ccccc2F)CC1)NC(=O)NC1CCCCC1
  /	13	3	1	/	1	/	4	/
> Cc1nn(-c2ccccc2)c(/N=C/c2ccccc2O)c1-c1ccccc1
  2	6	8	-3	2	3	-11	35*	-1
> CC1=CC(C)(C)[N+](C)=CN1c1ccccc1
  -2	10	-4	4	1	-2	-1	1	1
> CCOC(=O)C1CSC(CC(=O)Nc2ccc(Cl)cc2)C(=O)N1 (configuration not stated)
  4	19	1	-1	2	0	1	-3	1
> CCc1ccc(NC(=S)N(CCN2CCOCC2)Cc2ccccc2F)cc1
  0	-5	4	-5	5	0	7	7	-2

Remaining list, next part
The line under a structure holds: PME-1 inh	PREPL inhibitor	PAFAH1B3 inh	PAD4 inh	LYPLA2 counter	PAFAH1B2 inh	GSTO1 counter	pPAFAH inh	LYPLA1 counter
> O=C(Nc1ccc2c(c1)OCO2)[C@@H]1CCCN1S(=O)(=O)c1cccc2cccnc12
  7	12	10	-6	5	6	-2	1	5
> O=C(COC(=O)c1ccccc1SCC(=O)N1CCCC1)Nc1ccccc1
  -1	13	4	1	6	1	-5	1	-8
> O=C(O)c1ccc2nc(C(F)(F)F)[nH]c2c1
  1	5	8	-1	-1	3	-2	3	-1
> COc1cccc(-c2ncc3ccccc3c2COC(=O)N2CCOCC2)c1
  -1	8	3	-1	2	4	/	8	0
> Nc1c(C(=O)Nc2ccc(Cl)c(C(=O)O)c2)sc2nc3c(cc12)CCCC3
  9	4	16	1	0	7	6	22	2
> CCOC(=O)CSc1nnc(CSc2nc3sc4c(c3c(=O)[nH]2)CCCC4)n1-c1ccccc1
  3	4	12	2	77*	-1	-35	9	16*

Compound activity: PubChem BioAssay, The Scripps Research Institute Molecular Screening Center

Not all compounds are listed (hit frequency here may not be typical).
